CF NFkB block = inhibitors of cystic fibrosis induced NF-kB | AID 588850 | KKLEB NF-kB-GFP reporter, PAF-induced, GFP fluorescence overnight | hit rate 0.86% among 360,000 | inhibition, % at 5 µM;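 active = at least 50% inhibition at 5 µM, scaled per plate between neutral and stimulator controls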;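 also: PAF is a Pseudomonas aeruginosa culture filtrate used as stimulus; plate controls were PAF-stimulated DMSO wells for no effect and unstimulated DMSO wells for full effect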
MITF TRPM1 inh = reduces MITF-dependent TRPM1 promoter luciferase signal. AID 488899. inhibition, % at 12.5 µM. SK-MEL-5 TRPM1 promoter luciferase, 24 h. hit rate 0.83% among 330,000;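 active = mean inhibition across replicates of 60% or more, whatever share of single replicates reaches that level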; also: values of inactives mirror those of a sister screen read the other way
Peg3 promoter = reduces Peg3 promoter-driven luciferase expression in HeLa | HeLa PEG-Prom luciferase reporter, luminescence, overnight | inhibition, % at 20 µM | hit rate 1.7% among 360,000 | AID 588405;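 active = inhibition of at least 50% at 20 µM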
NR2E3 ag-1 = activates human NR2E3 receptor. CHO-S Gal4-NCOR/VP16-NR2E3 two-hybrid, luciferase. inhibition of corepressor binding, % at 3.98 µM. hit rate 0.35% among 360,000. AID 602229;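 active = inhibition above the mean of all tested compounds plus 3 SD, cut at about 70% in these data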;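 also: 0% = DMSO with NR2E3 transfected cells and 100% = cells lacking NR2E3 construct; higher means lower luciferase signal from less NR2E3 corepressor binding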
Target sequence (Q9Y5X4 whole entry, looked up, the tested form may be a part): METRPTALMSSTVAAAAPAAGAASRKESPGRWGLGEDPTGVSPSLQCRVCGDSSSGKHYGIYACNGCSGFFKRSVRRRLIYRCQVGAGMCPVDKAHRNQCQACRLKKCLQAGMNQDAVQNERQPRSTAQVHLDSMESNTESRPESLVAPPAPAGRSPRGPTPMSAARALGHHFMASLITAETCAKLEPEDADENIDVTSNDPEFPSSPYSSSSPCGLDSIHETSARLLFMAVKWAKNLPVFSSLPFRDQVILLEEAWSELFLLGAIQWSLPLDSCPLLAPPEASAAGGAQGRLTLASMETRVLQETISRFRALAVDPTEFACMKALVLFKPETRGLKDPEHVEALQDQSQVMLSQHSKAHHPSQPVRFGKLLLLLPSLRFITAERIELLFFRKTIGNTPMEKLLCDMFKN
C8 TRAIL sens = sensitizes caspase-8 expressing cells to TRAIL; NB7+C8 cells + TRAIL, ATPlite viability luminescence; AID 624354; inhibition (viability loss, TRAIL sensitization), % at 10 µM; hit rate 1% among 360,000;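 active = compounds causing at least 50% loss of cell viability in the single-dose screen, relative to plate controls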
NR2E3 ag-2 = activates human photoreceptor nuclear receptor NR2E3; hit rate 0.12% among 320,000; AID 2300; GST-NR2E3/biotin-RetCOR TR-FRET, 1536-well; inhibition of corepressor binding, % at 4.78 µM;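 active = percent inhibition above the cutoff of mean plus 3 SD of all tested compounds, set per screening campaign, cut at about 20% in these data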;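 also: 0% = DMSO wells and 100% = biotin wells as full block of FRET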
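Test system – NR2E3–RetCOR corepressor complex · Quantity – NR2E3 fusion 1.35 nM · Buffer or medium – Tris pH 7.5 · Incubation – Compound–protein incubation for 5 h at 4 °C · Technique – TR-FRET, Eu(K)-anti-GST donor, streptavidin-D2 acceptor, ex 340, em 617/671 nm · Evaluation – percent inhibition of 671/617 nm emission ratio versus biotin and DMSO controls · Plate – 1536-well format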
HIF-2a inh = inhibitors of HIF-2a. 786-0 RCC cells HIF-2a reporter, luciferase luminescence, overnight. inhibition, % at 18.8 µM. hit rate 0.72% among 360,000. AID 624352;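 active = inhibition of the luminescence signal of 40% or more relative to plate controls, in a single-dose primary screen at 18.75 µM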
TWEAK Fn14 block = TWEAK-Fn14 signaling inhibition; TWEAK-stimulated Fn14 reporter cells, luciferase luminescence, 8 h; inhibition, % at 10 µM; hit rate 2% among 360,000; AID 1159606; in the data active = inhibition above about 50%
TROY signal inh = inhibitors of TROY-dependent NF-kB signaling; Q293 LMP1-TROYcd NF-kB luciferase reporter, 4 h; inhibition, % at 10 µM; hit rate 0.98% among 360,000; AID 1347056;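 active = compounds whose plate-normalised and pattern-corrected inhibition of the luciferase reporter signal at the single screening dose is 50% or more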
Shn3 inh set2 = inhibitors of Schnurri-3 3'UTR reporter in osteoblasts; hit rate 0.52% among 360,000; Clone20 osteoblast Shn3 3'UTR firefly luciferase, 24 h; inhibition, % at 12.5 µM;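 active = mean inhibition of at least 75% with every replicate also reaching 75%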;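 also: 0% = median of neutral control wells and 100% = pilot-screen positive control compound; some compounds past the cut are filed as inactive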
KKLEB tox = reduces viability of KKLEB cystic fibrosis airway cells. hit rate 0.36% among 360,000. KKLEB CF airway cells viability, ATPlite luminescence, overnight; hits give low values; cells stimulated with P. aeruginosa culture filtrate. activity change (cytotoxicity), % at 5 µM. AID 602141;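 active = corrected activity change at or below -50% at 5 µM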
Numbers without * were called inactive; x = no result given.

SMILES	CF NFkB block	MITF TRPM1 inh	Peg3 promoter	NR2E3 ag-1	C8 TRAIL sens	NR2E3 ag-2	HIF-2a inh	TWEAK Fn14 block	TROY signal inh	Shn3 inh set2	KKLEB tox
CC(CC(=O)N1CCN(c2ccccc2)CC1)S(=O)(=O)c1ccc2c(c1)NC(=O)CO2 (stereo not drawn)	21	3	7	13	-1	4	5	-10	11	1	-3
COc1ccc(/C=N/NC(=O)c2ccccc2NC(=O)c2ccco2)c(OC)c1	6	13	1	-30	0	3	10	-16	-1	8	-11
O=C1NC(CCc2ccccc2)C(=O)N1Cc1cccc2ccccc12 (stereo not drawn)	6	-3	26	0	-2	-4	15	-4	1	-11	7
CCOC(=O)C(C)n1cnc2c(nnn2-c2cccc(Cl)c2)c1=O (stereo not drawn)	-16	-1	-28	-4	-13	1	-31	-13	-26	-8	18
CC(C=NNC(=O)C(=O)NN=CC(C)=Cc1ccccc1)=Cc1ccccc1	-22	-60	-27	-25	15	x	-124	12	-42	-43	-6
Nc1ccc2nc(CCCO)[nH]c2c1	-20	-2	0	-15	-9	-2	11	-10	25	-9	4
COc1ccc(C)cc1NC(=O)C(Sc1nnc(-c2cccs2)o1)c1ccccc1 (stereo not drawn)	-7	19	1	-14	-14	-6	-13	-11	-10	-4	4
CC(C)(C)c1ccc(S(=O)(=O)NCc2ccccn2)cc1	2	-9	-15	-11	8	3	-60	3	-8	-7	-3
CN(c1c[nH]c(=O)[nH]c1=O)C1CCCCC1	7	13	-7	-13	16	-10	14	18	-16	5	7
CC(=O)N1C[C@H]2CON(C)[C@H]2C[C@H]1c1cccc(-c2ccc(C#N)cc2)c1	-35	x	6	7	0	x	-17	6	-9	-3	17
COc1ccc2cc(-c3ccon3)ccc2c1	-25	-80	-355	-55	12	2	-298	-31	-19	-82	-5
O=C(Nc1cccc2c1CCCC2)C1CCN(c2nnnn2-c2ccccc2)CC1	-20	12	-2	-16	-8	-2	11	-6	-1	6	1
Cc1cc(-c2nnc(CCC(=O)N(CC3CC3)CC3CCCO3)o2)no1 (stereo not drawn)	2	11	-13	-24	2	3	-25	-18	-23	-18	-4
Nc1nonc1-c1nc2ccccc2n1CC(=O)N/N=C/c1ccc(-c2cccc(C(=O)O)c2)o1	-5	-14	-23	-50	0	x	19	1	-17	-16	10
COc1ccc(N(CC(=O)N2CCN(C)CC2)S(=O)(=O)c2ccccc2)cc1OC	-7	5	14	9	-12	-3	5	8	6	19	-4
CC1(C)COC2(OC1)C(=O)Nc1ccccc12	-10	15	-10	-28	-12	-3	6	16	5	-4	-3
COc1ccc(/C=N/NC(=O)c2cccnc2)cc1CN1CCc2cc(OC)c(OC)cc2C1C (stereo not drawn)	14	12	-1	-28	21	-1	3	16	-2	5	-11
Cc1cccc(N(C(=O)c2ccc(CN3CCOCC3)o2)C(C(=O)NC2CCCCC2)c2ccc(F)cc2)c1 (stereo not drawn)	-1	10	23	11	-5	7	7	17	5	11	4
COc1cccc(CNC(=O)C2CCN(S(=O)(=O)c3ccc(C)cc3)CC2)c1	-22	8	14	2	10	-3	22	15	1	-3	9
C=CCNC(=S)N1CCN(CCN=Cc2c(C)[nH]n(-c3ccc([N+](=O)[O-])cc3)c2=O)CC1	-31	20	3	-13	2	2	1	-13	-1	-6	-3
O=C(CNS(=O)(=O)c1cccc(Br)c1)NCC1CCCCC1	-2	2	10	15	6	-1	10	22	6	-5	17
COc1ccccc1C(=O)NC(=S)Nc1ccc(N2CCCC2)cc1	-6	-19	-46	-38	3	1	-115	-22	-7	-54	7
CCN(CCNC(=O)c1cccc(N2CCCC2=O)c1)c1ccccc1	0	-10	-27	-12	8	0	-40	52*	70*	-3	7
COC(=O)Cc1[nH]nc2c1C(c1cccc(OC)c1OC)C(C#N)=C(N)O2 (stereo not drawn)	-1	8	6	9	10	2	9	-6	5	0	5
CC1(C)CC2(C)OC2C2(C1)N=NC(=Nc1ccccc1)O2 (stereo not drawn)	49	x	73*	-27	17	x	-32	28	-16	7	-33

Rewritten in markdown: 12 of the compounds above.
| Structure | CF NFkB block | MITF TRPM1 inh | Peg3 promoter | NR2E3 ag-1 | C8 TRAIL sens | NR2E3 ag-2 | HIF-2a inh | TWEAK Fn14 block | TROY signal inh | Shn3 inh set2 | KKLEB tox |
| --- | --- | --- | --- | --- | --- | --- | --- | --- | --- | --- | --- |
| Nc1nonc1-c1nc2ccccc2n1CC(=O)N/N=C/c1ccc(-c2cccc(C(=O)O)c2)o1 | -5 | -14 | -23 | -50 | 0 | x | 19 | 1 | -17 | -16 | 10 |
| COc1ccc(N(CC(=O)N2CCN(C)CC2)S(=O)(=O)c2ccccc2)cc1OC | -7 | 5 | 14 | 9 | -12 | -3 | 5 | 8 | 6 | 19 | -4 |
| CC1(C)COC2(OC1)C(=O)Nc1ccccc12 | -10 | 15 | -10 | -28 | -12 | -3 | 6 | 16 | 5 | -4 | -3 |
| COc1ccc(/C=N/NC(=O)c2cccnc2)cc1CN1CCc2cc(OC)c(OC)cc2C1C (stereo not drawn) | 14 | 12 | -1 | -28 | 21 | -1 | 3 | 16 | -2 | 5 | -11 |
| Cc1cccc(N(C(=O)c2ccc(CN3CCOCC3)o2)C(C(=O)NC2CCCCC2)c2ccc(F)cc2)c1 (stereo not drawn) | -1 | 10 | 23 | 11 | -5 | 7 | 7 | 17 | 5 | 11 | 4 |
| COc1cccc(CNC(=O)C2CCN(S(=O)(=O)c3ccc(C)cc3)CC2)c1 | -22 | 8 | 14 | 2 | 10 | -3 | 22 | 15 | 1 | -3 | 9 |
| C=CCNC(=S)N1CCN(CCN=Cc2c(C)[nH]n(-c3ccc([N+](=O)[O-])cc3)c2=O)CC1 | -31 | 20 | 3 | -13 | 2 | 2 | 1 | -13 | -1 | -6 | -3 |
| O=C(CNS(=O)(=O)c1cccc(Br)c1)NCC1CCCCC1 | -2 | 2 | 10 | 15 | 6 | -1 | 10 | 22 | 6 | -5 | 17 |
| COc1ccccc1C(=O)NC(=S)Nc1ccc(N2CCCC2)cc1 | -6 | -19 | -46 | -38 | 3 | 1 | -115 | -22 | -7 | -54 | 7 |
| CCN(CCNC(=O)c1cccc(N2CCCC2=O)c1)c1ccccc1 | 0 | -10 | -27 | -12 | 8 | 0 | -40 | 52* | 70* | -3 | 7 |
| COC(=O)Cc1[nH]nc2c1C(c1cccc(OC)c1OC)C(C#N)=C(N)O2 (stereo not drawn) | -1 | 8 | 6 | 9 | 10 | 2 | 9 | -6 | 5 | 0 | 5 |
| CC1(C)CC2(C)OC2C2(C1)N=NC(=Nc1ccccc1)O2 (stereo not drawn) | 49 | x | 73* | -27 | 17 | x | -32 | 28 | -16 | 7 | -33 |

Next part.
SMILES	CF NFkB block	MITF TRPM1 inh	Peg3 promoter	NR2E3 ag-1	C8 TRAIL sens	NR2E3 ag-2	HIF-2a inh	TWEAK Fn14 block	TROY signal inh	Shn3 inh set2	KKLEB tox
CC1=C(C(=O)OCc2ccccc2)C(c2ccco2)C2=C(CC(C)(C)CC2=O)N1 (stereo not drawn)	3	16	26	-7	5	1	29	7	-2	12	8
COc1ccc(C)cc1NC(=O)CN1CCN(c2ccc(F)cc2)CC1	11	4	15	3	4	1	10	-8	21	10	-1
COc1c(Br)cc(Br)cc1/C=N/NC(=O)c1cccnc1	-13	28	29	5	26	x	28	7	7	-1	-7
CCCCn1c2c(c(=O)n(C)c1=O)C(CC(=O)OCC(=O)Nc1cccc(C(F)(F)F)c1)C(=O)N2 (stereo not drawn)	6	12	12	5	-2	0	14	11	-3	11	7
COC(=O)CSc1nc(NC(C)(C)C)nc(N(C)C)n1	4	-12	-68	-29	8	-1	-38	-37	-37	-10	0
COc1ccc(OCC(=O)N2CCC(Cc3ccccc3)CC2)cc1	12	7	-2	-17	16	6	0	-19	9	6	-7
Cc1ccccc1NC(=O)C1c2cccc[n+]2CC(=O)N1c1c(C)cccc1C (stereo not drawn)	5	17	-1	-41	-7	0	-9	-1	1	5	0
CC1(C)CC(=O)/C(=C(/O)Cc2ccccc2)C(=NCCc2ccccc2)C1	11	-4	15	-6	20	-1	14	16	-6	16	-2
CC(C)N1CC2=C(C1=O)C(c1ccc(O)cc1)NC(=O)N2C (stereo not drawn)	1	14	-5	0	1	0	8	-4	0	-12	9
Cc1ccc(S(=O)(=O)c2c(C)cc(C)nc2N2CCCC2)cc1	13	-2	20	1	-1	-2	7	0	11	19	4
Cc1cccc(Nc2ncnc3c2cnn3C)c1	0	-7	-35	6	-4	7	0	4	0	7	8
COc1cccc(N(CC(=O)NC(C)(C)C)C(=O)C2CSC(=O)C2)c1 (stereo not drawn)	13	-2	-16	-24	-5	-3	12	4	8	-6	-12
Cc1ccc(OCC(=O)NCCC2=CCCCC2)cc1	2	-5	11	-4	-1	0	13	-6	-10	3	8
CCCCn1c(N)c(N(CC)C(=O)c2ccco2)c(=O)[nH]c1=O	4	18	2	1	-5	1	11	3	-15	-4	-1
CCCC(c1nnnn1Cc1ccc2c(c1)OCO2)N1CCC(C(N)=O)CC1 (stereo not drawn)	2	-4	4	-15	-4	5	8	-72	7	-11	0
CCNC(=O)C1(C)CCCN(C(=O)CCc2cccs2)C1 (stereo not drawn)	-27	x	8	-13	-3	x	12	-11	-6	1	1
Cc1cc(C(F)(F)F)cc(NNC(=O)NC(=O)c2c(F)cccc2Cl)n1	-9	-4	13	-43	4	2	4	-26	-4	6	-8
CCC(=O)N(CC(=O)Nc1sc(C)c(C)c1C(N)=O)C1CCCCC1	16	12	9	-9	-1	0	4	8	5	-11	1
COC(=O)C1CN(C(=O)COc2ccc(C)cc2)c2ccccc2O1 (stereo not drawn)	-16	0	2	-3	-3	-2	15	1	-21	4	6
CC(C)C1CC(CCNCc2ccc(N(C)C)cc2)(c2ccccc2)CCO1 (stereo not drawn)	13	73*	59*	13	-19	-1	0	13	-3	1	-5
O=C(CC(=O)c1cc(Cl)ccc1O)c1ccccc1	-28	-16	-195	-40	26	-2	-294	-16	-36	-24	0
CCN1CC(CN(C)Cc2cn(-c3ccc(C)cc3)nc2-c2cccc(C)c2)CC1=O (stereo not drawn)	4	-16	-11	-18	27	5	-7	-13	-4	-8	-22
Cc1ccc(Cn2c(NCCc3ccccc3)nc3c2c(=O)n(C)c(=O)n3C)cc1	-5	-11	38	11	11	1	-27	16	28	48	17
c1ccc2c(N3CCCCC3)nc(N3CCCC3)nc2c1	-14	5	16	-32	17	3	27	-62	-22	55	-4
Cc1cc2c(=O)[nH]c(N)nc2[nH]1	8	x	9	23	-7	x	18	-8	-5	-9	-2
Cc1ccc(C)c(NS(=O)(=O)c2c(C)ccc3nsnc23)c1	-4	-3	17	-9	8	-2	24	-8	-7	-13	11

Some of the compounds tested. The share of hits here may be higher or lower than overall.
